Hsp90 block: displaces geldanamycin probe from tumor Hsp90. 64,000 tested, 0.35% active. inhibition, % at 30 µM. NCI-N417 lysate Hsp90, Cy3B-geldanamycin FP displacement;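 active means inhibition above 50%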;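 further: 0% = tracer plus lysate wells and 100% = tracer alone without lysate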
The depositor's hits bear a star; i = inactive; & = joins results of further samples.

SMILES	Hsp90 block
C[C@@H](CN1CCC(Cc2ccccc2)CC1)[C@@H](O)c1ccc(O)cc1	0
Clc1ccccc1C(c1ccccc1)(c1ccccc1)n1ccnc1	-1
COc1ccccc1CNCCCCCCNCCCCCCCCNCCCCCCNCc1ccccc1OC	-3
NC(=O)CNCCC(c1ccccc1)c1ccccc1	-1
CSc1ccc(C(=O)c2[nH]c(=O)[nH]c2C)cc1	0
CCCCN1CCC(COC(=O)c2cc(Cl)c(N)c3c2OCCO3)CC1	3
CCCc1c(-c2ccc(O)cc2)nn(-c2ccc(O)cc2)c1-c1ccc(O)cc1	-2
COC(=O)[C@H]1[C@H]2C[C@H]3c4[nH]c5ccccc5c4CCN3C[C@H]2CC[C@@H]1O	-3
NCCCCNS(=O)(=O)c1cccc2c(Cl)cccc12	-3
O=C(O)c1cccnc1C(=O)O	3
CC1(C)NC(=O)N(c2ccc([N+](=O)[O-])c(C(F)(F)F)c2)C1=O	2
C#C[C@]1(O)CC[C@H]2[C@@H]3CCC4=Cc5oncc5CC4(C)[C@H]3CCC21C (stereo partly drawn)	1
CCNC(=O)[C@H]1O[C@@H](n2cnc3c(N)nc(NCCc4ccc(CCC(=O)O)cc4)nc32)C(O)[C@H]1O (stereo partly drawn)	4
N=C(N)SCCc1cnc[nH]1	-3
CC1CC2C3CCC4=CC(=O)C=C[C@]4(C)[C@@]3(F)[C@@H](O)C[C@]2(C)[C@@]1(O)C(=O)CO (stereo partly drawn)	1
N=S(=O)(O)Cc1noc2ccccc12	2
N#C/C(=C\c1ccc(O)c(O)c1)C(=O)Nc1ccccc1	83*
Clc1cccc(Cl)c1NC1=NCCN1	-1
COc1cc(=O)n(C)c2c(OCC(O)C(C)(C)O)cccc12 (stereo not drawn)	2
Fc1ccc(CN(C2=NCCN2)c2c(Cl)cccc2Cl)cc1	-3
Cc1cccc(C2CN(C)CCc3c2cc(O)c(O)c3Cl)c1 (stereo not drawn)	69*
Cc1cccc(C)c1OCC(C)N (stereo not drawn)	0
N#C/C(=C\c1c[nH]c2ccccc12)C(=O)c1ccc(O)c(O)c1	72*
NC(=NCCC[C@H](N)C(=O)O)NO	-1
CCN(Cc1ccncc1)C(=O)C(CO)c1ccccc1 (stereo not drawn)	1
COc1cccc(OC)c1OCCNCC1CSc2ccccc2O1 (stereo not drawn)	0
CCCCCCCCCCCCC/C=C/C(O)C(N)CO (stereo not drawn)	3
N[C@@H](Cc1c[nH]c2ccccc12)C(=O)O	0
CC(C)COCC(CN(Cc1ccccc1)c1ccccc1)N1CCCC1 (stereo not drawn)	64*
Cc1cc2c(cc1Cl)N(C(=O)Nc1ccnc3ccccc13)CC2	-1
O=c1ccc2c(OCCCCc3ccccc3)c3ccoc3cc2o1	-3
CC(C)NC[C@H](O)c1ccc(O)c(O)c1	32&38
O=C(O)CNC(=O)C(CS)Cc1ccccc1 (stereo not drawn)	-1
COc1cc(CC(=O)O)ccc1O	1
NC(=O)c1ccccc1	0
N#CC(=C(\N)Sc1ccccc1N)/C(C#N)=C(/N)Sc1ccccc1N	i
CNCC(O)c1ccc(O)c(O)c1 (stereo not drawn)	38
Nc1nc(Cl)nc2c1ncn2[C@@H]1O[C@H](COP(=O)(O)OP(=O)(O)OP(=O)(O)O)[C@H](O)C1O (stereo partly drawn)	0
CC(C)N(CCC(=O)c1ccc2ccccc2c1)Cc1ccccc1	-4
CN(C)CCC=C1c2ccccc2C=Cc2ccccc21	0
Cc1cc(C)c(NC(=O)C[C@H](CC(=O)O)c2cccc3ccccc23)c(C(=O)N2CCC3(CCCC3)CC2)c1	-1
CN1CCc2cc(NC(=O)Nc3cccnc3)ccc21	-4
O=C(O)C1CCCN(CCC=C(c2ccccc2)c2ccccc2)C1 (stereo not drawn)	1
Fc1ccc([C@@H]2CCNC[C@H]2COc2ccc3c(c2)OCO3)cc1	3
O=C1NC(O)=NC1(c1ccccc1)c1ccccc1	0
Cc1cccc(C)c1NC(=O)C[N+](C)(C)C	-1
C=C1C(=O)O[C@@H]2[C@H]3O[C@]3(C)CCC=C(C)CC[C@@H]12	0
CCSC(=N)N	0
CC1=C(CC(=O)O)c2cc(F)ccc2/C1=C\c1ccc(S(C)=O)cc1 (stereo not drawn)	-3
COc1cc(NCCCC(C)=O)c2ncccc2c1	4
CC(=O)SCC[N+](C)(C)C	0
COCc1nc2c([nH]1)c(=O)n(C)c(=O)n2CC(C)C	-2
CC(C)(C)c1cc(/C=C(\C#N)C(N)=S)cc(C(C)(C)C)c1O	3
O=c1[nH]c2cc(C(F)(F)F)ccc2n1-c1cc(C(F)(F)F)ccc1O	59*
CC[C@H](NC(=O)c1c(C)c(-c2ccccc2)nc2ccccc12)c1ccccc1	1
NC(=Nc1ccccc1)NC(=O)c1nc(Cl)c(N)nc1N	-1
COc1cc(NCCCC(C)=NO)c2nccc(Cl)c2c1	1
O=C(OCCN1CCCCC1)c1c[nH]c2ccccc12	-1
CNc1cc(NS(=O)(=O)c2ccc(N)cc2)nc(NC)n1	0
O=Nc1ccc2oc(=O)ccc2c1	2

The list goes on:
SMILES	Hsp90 block
N.N.O=C(O)C1(C(=O)O)CCC1.[Pt+2]	i
C#CCN1C(C)=C(C(=O)OC)C(c2cccc([N+](=O)[O-])c2)C(C(=O)OCC)=C1C (stereo not drawn)	-1
O=c1ccc2ccc(O)c(O)c2o1	69*
CC(C)C1C2CCC(C2)C1N (stereo not drawn)	-2
N#C/C(=C\c1ccc(O)c(O)c1)C(=O)NCc1ccccc1	77*
NC1(C(=O)O)CCCCC1	-4
NCC1OC(O[C@@H]2[C@H](O)C(OC3C(O)C(N)CC(N)C3OC3OC(CO)C(O)C(O)C3N)O[C@@H]2CO)C(N)C(O)C1O (stereo partly drawn)	1
CCCCC/C=C\CC(O)/C=C/c1cccc(CC(O)CCCCO)n1 (stereo not drawn)	-2
NC1CCN(O)C1=O (stereo not drawn)	-1
CC1=C(CC(=O)O)c2cc(F)ccc2/C1=C\c1ccc(S(C)(=O)=O)cc1	-2
COC1(C2=NCCN2)COc2ccccc2O1 (stereo not drawn)	2
COc1ccc2c(c1)CCC1C2CC[C@@]2(C)C1CC[C@@H]2NCCCCCCN1C(=O)C=CC1=O (stereo partly drawn)	-4
O=C1CCC(N2C(=O)c3ccccc3C2=O)C(=O)N1 (stereo not drawn)	1
NNCCc1ccccc1	-3
O=C1Nc2ccc(I)cc2/C1=C/c1cc(Br)c(O)c(Br)c1	-2
CC(C)(C)c1ccc(S(=O)(=O)/C=C/C#N)cc1	-1
O=C1OC(=O)C2C3CCC(O3)C12 (stereo not drawn)	1
O=C(/C=C/c1ccc(O)cc1)c1ccc(O)cc1O	0
CCCCCCCCCCCCCCCC(=O)NCCO	0
C=Cc1c(C)c2cc3[nH]c(cc4nc(cc5nc(cc1[nH]2)C(C)=C5CCC(=O)O)C(CCC(=O)O)=C4C)c(C)c3C=C	139*
CCSC(N)=Nc1ccc(C(F)(F)F)cc1	-1
COC(=O)Nc1nc2ccc(C(=O)c3cccs3)cc2[nH]1	0
NC[C@@H]1O[C@H](C23CC4CC(CC(C4)C2)C3)Cc2c1ccc(O)c2O	78*
C[C@H](Cc1ccc(O)c(O)c1)[C@@H](C)Cc1ccc(O)c(O)c1	98*
NCC(O)c1ccc(O)c(O)c1 (stereo not drawn)	31
NC(CCCP(=O)(O)O)C(=O)O (stereo not drawn)	0
N#CC(C#N)=C(N)/C(C#N)=C/c1ccc(O)cc1	-6
O=C(c1cc(O)c(O)c([N+](=O)[O-])c1)c1ccccc1F	6
O[Si](CCCN1CCCCC1)(c1ccc(F)cc1)C1CCCCC1 (stereo not drawn)	1
C[N+](C)(CCCCCC[N+](C)(C)CCCN1C(=O)c2cccc3cccc(c23)C1=O)CCCN1C(=O)c2cccc3cccc(c23)C1=O	3
CCCC(C)N(CC)CCNc1cc(OC)cc2cccnc12 (stereo not drawn)	46
CCCCCCCCCCCCCCCCCC(=O)NCC(COP(=O)([O-])OCC[N+](C)(C)C)OCC (stereo not drawn)	0
CNC(=O)[C@H]1O[C@@H](n2cnc3c(NCc4cccc(I)c4)ncnc32)C(O)[C@H]1O (stereo partly drawn)	-3
O=C(O)C1=CCCN(CCON=C(c2ccccc2)c2ccccc2)C1	0
CC#C[C@]1(O)CC[C@H]2[C@@H]3CCC4=CC(=O)CCC4=C3[C@@H](c3ccc(N(C)C)cc3)C[C@@]21C	0
NC1CONC1=O (stereo not drawn)	-1
C[C@@H](NC(=O)/C(C#N)=C/c1ccc(O)c(O)c1)c1ccccc1	77*
COc1cc(NCC(O)CN(CC(C)C)CC(C)C)c2nc(C)ccc2c1 (stereo not drawn)	5
CCCCC#Cc1nc(N)c2ncn([C@@H]3O[C@H](C(=O)NCC)[C@@H](O)[C@H]3O)c2n1	2
NC(C(=O)N[C@@H]1C(=O)N2C(C(=O)O)=C(Cl)CS[C@H]12)c1ccccc1 (stereo partly drawn)	3

Two records picked at random from those above, as already listed:
SMILES	Hsp90 block
CNC(=O)[C@H]1O[C@@H](n2cnc3c(NCc4cccc(I)c4)ncnc32)C(O)[C@H]1O (stereo partly drawn)	-3
CC1=C(CC(=O)O)c2cc(F)ccc2/C1=C\c1ccc(S(C)(=O)=O)cc1	-2

Continuation.
SMILES	Hsp90 block
CNCCNS(=O)(=O)c1cccc2cnccc12	-2
CC(COc1ccc(/C=C/c2ccccc2)cc1)[N+](C)(C)C (stereo not drawn)	0
CN=C(N)NCCC[C@H](N)C(=O)O	-2
O=c1[nH]c(=O)c2nc3ccccc3nc2[nH]1	-4
O=C1O/C(=C/Br)CCC1c1cccc2ccccc12 (stereo not drawn)	-2
C[N+](C)(C)CCOC(=O)CCC(=O)OCC[N+](C)(C)C	0
CCCC[C@@]1(C2CCCC2)Cc2cc(OCC(=O)O)c(Cl)c(Cl)c2C1=O	-1

25 neighbouring compounds out of the list so far, quoted:
SMILES	Hsp90 block
NC[C@@H]1O[C@H](C23CC4CC(CC(C4)C2)C3)Cc2c1ccc(O)c2O	78*
C[C@H](Cc1ccc(O)c(O)c1)[C@@H](C)Cc1ccc(O)c(O)c1	98*
NCC(O)c1ccc(O)c(O)c1 (stereo not drawn)	31
NC(CCCP(=O)(O)O)C(=O)O (stereo not drawn)	0
N#CC(C#N)=C(N)/C(C#N)=C/c1ccc(O)cc1	-6
O=C(c1cc(O)c(O)c([N+](=O)[O-])c1)c1ccccc1F	6
O[Si](CCCN1CCCCC1)(c1ccc(F)cc1)C1CCCCC1 (stereo not drawn)	1
C[N+](C)(CCCCCC[N+](C)(C)CCCN1C(=O)c2cccc3cccc(c23)C1=O)CCCN1C(=O)c2cccc3cccc(c23)C1=O	3
CCCC(C)N(CC)CCNc1cc(OC)cc2cccnc12 (stereo not drawn)	46
CCCCCCCCCCCCCCCCCC(=O)NCC(COP(=O)([O-])OCC[N+](C)(C)C)OCC (stereo not drawn)	0
CNC(=O)[C@H]1O[C@@H](n2cnc3c(NCc4cccc(I)c4)ncnc32)C(O)[C@H]1O (stereo partly drawn)	-3
O=C(O)C1=CCCN(CCON=C(c2ccccc2)c2ccccc2)C1	0
CC#C[C@]1(O)CC[C@H]2[C@@H]3CCC4=CC(=O)CCC4=C3[C@@H](c3ccc(N(C)C)cc3)C[C@@]21C	0
NC1CONC1=O (stereo not drawn)	-1
C[C@@H](NC(=O)/C(C#N)=C/c1ccc(O)c(O)c1)c1ccccc1	77*
COc1cc(NCC(O)CN(CC(C)C)CC(C)C)c2nc(C)ccc2c1 (stereo not drawn)	5
CCCCC#Cc1nc(N)c2ncn([C@@H]3O[C@H](C(=O)NCC)[C@@H](O)[C@H]3O)c2n1	2
NC(C(=O)N[C@@H]1C(=O)N2C(C(=O)O)=C(Cl)CS[C@H]12)c1ccccc1 (stereo partly drawn)	3
CNCCNS(=O)(=O)c1cccc2cnccc12	-2
CC(COc1ccc(/C=C/c2ccccc2)cc1)[N+](C)(C)C (stereo not drawn)	0
CN=C(N)NCCC[C@H](N)C(=O)O	-2
O=c1[nH]c(=O)c2nc3ccccc3nc2[nH]1	-4
O=C1O/C(=C/Br)CCC1c1cccc2ccccc12 (stereo not drawn)	-2
C[N+](C)(C)CCOC(=O)CCC(=O)OCC[N+](C)(C)C	0
CCCC[C@@]1(C2CCCC2)Cc2cc(OCC(=O)O)c(Cl)c(Cl)c2C1=O	-1

Bioassay records (PubChem)

Some of the compounds tested, so the mix of outcomes need not match the whole.
